Bioassay records deposited in PubChem by Sanford-Burnham Center for Chemical Genomics.
tim23-1 inh: growth inhibitors of tim23-1 mutant yeast; 330,000 tested, 1.3% active; inhibition, % at 20 µM; AID 463212; S. cerevisiae tim23-1 growth, BacTiter-Glo luminescence, 24 h;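 active = growth inhibition of the mutant yeast at or above 50%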;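 also: temperature-sensitive mutant grown at 25 °C; plate controls were DMSO-treated mutant yeast for no effect and medium wells lacking yeast for full effect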
UPR XBP1 act: adaptive UPR (XBP1) activation; CHO-XBP1 luciferase reporter, IRE1-XBP1 UPR activation, luminescence; percent of tunicamycin response, DMSO as zero; activation, % at 20 µM; 330,000 tested, 0.33% active;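 active = versus positive control, 20 µM dose yields 30% or more activation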;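 also: 100% = tunicamycin at 10 µg/mL and 0% = DMSO only wells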
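Assay system: CHO-XBP1 luciferase reporter cells; Schedule: 6 h treatment, 37 °C; Detection: glow luminescence from Steady-Glo reagent; Benchmarks: high control tunicamycin 10 µg/mL final, low control DMSO vehicle only.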
CHOP UPR activ: apoptotic UPR (CHOP) activation. CHO-CHOP luciferase reporter, luminescence; percent of tunicamycin response over DMSO baseline. activation, % at 10 µM. 330,000 tested, 0.34% active. AID 449763;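 active = at 10 µM dose, activation of 40% or more, normalized to positive control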;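 also: 100% = tunicamycin at 10 µg/mL and 0% = DMSO alone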
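Dosing – one dose, 10 µM in 0.5% DMSO · System – CHO-CHOP cells, stable luciferase reporter of PERK-eIF2a-CHOP signalling · Input – 500 cells/well · Control set – tunicamycin 10 µg/mL final as positive, DMSO-only wells as negative · Timing – 6 h compound treatment, 37 °C · Measure – % activation vs tunicamycin · Technique – luminescence read with Steady-Glo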
CXCR6 block: CXCR6 (human) receptor inhibition; O00574; 360,000 tested, 0.36% active; AID 602244; inhibition, % at 20 µM; CHO-K1 PathHunter CXCR6 beta-arrestin, luminescence; in the data active = inhibition above about 34%, passing the limit was not always enough;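 also: antagonist mode with CXCL16 agonist at 10 nM final; 0% = 10 nM CXCL16 with DMSO and 100% = unstimulated wells without agonist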
Target sequence (O00574 whole entry, looked up): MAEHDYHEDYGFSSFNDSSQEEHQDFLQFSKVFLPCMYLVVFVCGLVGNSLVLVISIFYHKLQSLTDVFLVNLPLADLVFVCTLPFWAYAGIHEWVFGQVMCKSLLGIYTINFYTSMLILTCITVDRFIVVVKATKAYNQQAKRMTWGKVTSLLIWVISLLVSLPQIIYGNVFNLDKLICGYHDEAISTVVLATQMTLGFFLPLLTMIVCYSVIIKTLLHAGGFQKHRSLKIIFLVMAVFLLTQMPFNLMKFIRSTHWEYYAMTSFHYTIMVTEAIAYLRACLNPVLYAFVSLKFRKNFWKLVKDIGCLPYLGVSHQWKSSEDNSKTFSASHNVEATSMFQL
APJ antagonist: blocks the human apelin receptor APJ. P35414. CHO-K1 APJ beta-arrestin complementation, luminescence. inhibition, % at 20 µM. 330,000 tested, 0.32% active;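 active = inhibition above about 40% at 20 µM, limit read from the data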;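 also: cells challenged with 10 nM apelin-13 agonist together with compound; plate controls were apelin-13 plus DMSO wells for no effect and DMSO wells lacking apelin-13 for full effect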
Target sequence (P35414 whole entry, looked up): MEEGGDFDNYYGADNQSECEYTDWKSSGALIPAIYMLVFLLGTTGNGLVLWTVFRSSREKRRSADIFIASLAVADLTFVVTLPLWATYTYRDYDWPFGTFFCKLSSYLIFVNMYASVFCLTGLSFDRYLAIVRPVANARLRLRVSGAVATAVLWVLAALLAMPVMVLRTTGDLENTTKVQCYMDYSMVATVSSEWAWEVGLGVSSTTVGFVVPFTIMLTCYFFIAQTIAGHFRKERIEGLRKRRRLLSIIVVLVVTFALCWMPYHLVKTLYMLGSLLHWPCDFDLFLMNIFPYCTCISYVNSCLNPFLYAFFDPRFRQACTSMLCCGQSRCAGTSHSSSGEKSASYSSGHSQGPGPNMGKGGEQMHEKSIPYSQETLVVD
tim10-1 inh: tim10-1 yeast growth inhibition; S. cerevisiae tim10-1 ts strain growth, BacTiter-Glo, 24 h; inhibition, % at 20 µM; 330,000 tested, 2.2% active;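 active = inhibition of at least 40%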;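 also: mutant grown at 25 °C; 0% = DMSO wells with yeast and 100% = wells holding no yeast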
Mdm2 MdmX PPI: human Mdm2/MdmX binding inhibition; O15151+Q00987; SaOS-2 split-luciferase Mdm2/MdmX complementation, luminescence; inhibition, % at 8 µM; 330,000 tested, 3% active; AID 485346;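 active = inhibition of at least 50% at 8 µM in the primary screen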
APJ agonist: APJ receptor agonism; 330,000 tested, 0.11% active; activation, % at 20 µM; CHO-K1 APJ PathHunter beta-arrestin, luminescence; 0% DMSO wells, 100% apelin; P35414;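 active = activation more than six SD over the plate average, tested at 20 µM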;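 also: 0% = DMSO alone and 100% = apelin-13 at 10 nM; some results filed as inactive read as strong as hits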
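Material: CHO-K1 APJ beta-arrestin complementation cell line; Input: cell density 1000 per well; Incubation: compound stimulation 90 min at 25 °C, detection 60 min; Signal: luminescence from split beta-galactosidase complementation, Galacton Star/Emerald II substrate; Controls: DMSO-only wells as negative, 10 nM Apelin-13 as positive control.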
TIM10 inh: TIM10 yeast growth inhibition | 330,000 tested, 1.4% active | inhibition, % at 10 µM | S. cerevisiae TIM10 strain growth, BacTiter-Glo luminescence, 24 h;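 active = inhibition of 40% or more at the single tested concentration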;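 also: wild-type TIM10 isogenic control strain grown at permissive 25 °C; 0% = DMSO yeast wells and 100% = minimal medium wells without yeast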
An asterisk follows results filed as active. Some of the compounds tested; rates above refer to the full screens.

No.	SMILES	tim23-1 inh	UPR XBP1 act	CHOP UPR activ	CXCR6 block	APJ antagonist	tim10-1 inh	Mdm2 MdmX PPI	APJ agonist	TIM10 inh
1	CCOC(=O)c1sc2nc(CC(=O)OC)nc(N(C)CCc3ccccn3)c2c1C	27	-2	-1.0	1	5	8	-7	-3	13
2	O=C(N/C(=C\c1ccccc1)C(=O)N1CCOCC1)c1ccco1	10	0	1.2	-4	19	10	11	0	-14
3	C=CCC(NCc1ccccc1)c1ccc(C)o1 (stereo not given)	1	0	-1.0	-3	5	19	-10	-4	-2
4	COCCN(C(=O)C1CC1)c1nnc(-c2ccc(C)cc2)s1	17	2	0.9	3	-1	29	-15	-1	9
5	Cn1cnc(S(=O)(=O)NCc2ccc(Br)cc2)c1	-13	-4	-1.5	6	-23	-1	22	2	-5
6	Cn1c(SCCCC(=O)c2ccc(F)cc2)nnc1-c1ccncc1	11	1	-0.5	-3	8	4	21	-2	10
7	O=C1CC(N(CCc2ccccc2)C(=S)Nc2ccccc2)C(=O)N1c1ccc(Br)cc1 (stereo not given)	42	3	5.1	6	3	22	68*	0	35
8	COc1ccc(S(=O)(=O)Nc2cc(C)ccc2OC)cc1C	28	-2	-2.0	9	-8	6	9	1	-12
9	O=C(CCn1c(=O)oc2ccccc21)NCCC1=CCCCC1	22	0	0.8	-4	-3	1	-28	4	-5
10	CCC(=O)Nc1c(S(=O)(=O)c2ccccc2)c2nc3ccccc3nc2n1Cc1ccccc1	17	-1	0.7	-5	-7	21	31	0	11
11	CCc1ccc(S(=O)(=O)/N=C2\C=C(Nc3ccc(C(=O)O)cc3)C(=O)c3ccccc32)cc1	45	-8	9.8	14	1	30	80*	-4	6
12	CCOc1ccc(-c2nc3n(c(=O)c2C#N)CCS3)cc1	-15	4	-0.7	10	2	31	11	-4	22
13	O=C(O)c1cc(N2C(=O)C3C4C=CC(C4)C3C2=O)ccc1N1CCOCC1 (stereo not given)	7	-2	2.2	-3	-4	3	11	-1	4
14	COc1ccc(C(=O)Nc2c3c(nn2-c2ccc([N+](=O)[O-])cc2)CS(=O)(=O)C3)cc1	6	-3	1.6	11	10	12	39	-5	-3
15	Cc1nn(CC(=O)Nc2ccc(C(=O)N3CCCC3)cc2)c(=O)c2ccccc12	10	-3	-2.6	-3	14	12	17	-5	-2
16	CCn1c(SCC(=O)Nc2ccccc2Cl)nnc1C1CC1	-2	-1	2.6	-2	6	-6	-3	-1	0
17	Cc1ccc(C(=O)N2CCN(S(=O)(=O)c3sc(C(=O)O)c(C)c3C(=O)O)CC2)s1	5	1	2.0	0	-3	0	-20	-3	-2
18	CSc1cccc(CN2CCC(CO)(Cc3cccc(C(F)(F)F)c3)CC2)c1	-23	0	1.1	-7	-1	-42	46	5	8
19	O=C(CNC(=O)c1cccc(F)c1)OCC(=O)N1CCCc2ccccc21	11	2	1.7	-5	-23	20	4	-4	-15
20	COc1ccc(-c2cc(C(=O)Nc3cccnc3Cl)no2)cc1	-3	0	6.7	7	17	-6	23	-2	5

(cont.)
No.	SMILES	tim23-1 inh	UPR XBP1 act	CHOP UPR activ	CXCR6 block	APJ antagonist	tim10-1 inh	Mdm2 MdmX PPI	APJ agonist	TIM10 inh
21	CCn1c(COc2ccccc2C)nnc1SCC(=O)CC(=O)Nc1ccccc1	23	-1	0.3	3	15	18	33	-4	31
22	Cc1ccc(NC(=O)c2ccccc2SCC(=O)N2CCCC2)cc1S(=O)(=O)N(C)C	-9	-5	2.0	-5	11	-24	-3	4	-16
23	Cc1cc(C)c(C(=O)CSc2nc(C)cc(C)c2C(N)=O)c(C)c1	20	-1	7.7	10	-11	25	-2	0	10
24	CCC(CC)=C(C#N)C(=O)NC1CCCCC1	13	-2	2.8	4	-9	9	-39	4	-10
25	CC1CCCCC12NC(=O)N(CC(=O)c1ccc[nH]1)C2=O (stereo not given)	39	0	0.3	-9	0	14	7	-1	0
26	CC(NC(=O)c1ccco1)C(=O)OCC(=O)N1CCCCCC1 (stereo not given)	-8	-1	-0.8	-1	5	-1	-15	-3	-3
27	Cc1ccc(S(=O)(=O)N2CCOCC2)cc1NC(=O)c1ccc(F)cc1F	1	-2	1.8	-4	4	2	24	-2	3
28	O=C(O)c1ccc(-n2nncc2-c2ccccc2)cc1	2	1	0.5	3	13	2	20	-4	6
29	Cc1ccc(S(=O)(=O)N/N=C\c2cc3c(cc2Br)OCO3)cc1	-1	0	-1.6	6	21	15	43	-2	-8
30	CCOC(=O)C1=C(C)Nc2ncnn2C1c1cc(OC)ccc1OC (stereo not given)	14	-5	1.8	6	-3	17	0	-4	14
31	CCc1cc(=O)oc2cc(C)cc(OC(C)C(=O)NC(Cc3c[nH]c4ccc(O)cc34)C(=O)O)c12 (stereo not given)	-8	-3	-2.5	-10	-42	-15	-12	-3	-9
32	COc1ccc(N=C2SCC(=O)N2c2ccc(OC)cc2)cc1	-1	-4	-0.5	-1	0	6	6	-2	-7
33	CC(C)Oc1ccc(C(=O)NC(=S)Nc2ccc(CN3CCOCC3)cc2)cc1	0	-2	0.9	-5	11	29	16	-3	21
34	CCC1=Nc2cc(C(=O)NCC3CCCO3)ccc2Sc2ccc(Cl)cc21 (stereo not given)	20	5	-0.9	-3	-6	-3	65*	-2	1
35	CCOC(=O)C1CCCN(C(=O)c2cccc(S(=O)(=O)N(C)c3c(C)n(C)n(-c4ccccc4)c3=O)c2)C1 (stereo not given)	-1	3	0.0	-7	28	-2	16	0	7
36	COc1ccc(CNC(=O)COC(=O)CCc2c[nH]c3ccccc23)cc1	20	0	0.4	-5	2	-3	22	-1	-2
37	COc1cccc(CC2(CO)CCCN(CC3=Cc4cc(OC)ccc4OC3)C2)c1 (stereo not given)	35	0	-0.8	-4	2	22	-3	-1	-7
38	O=C(CN1C(=O)COc2ccccc21)N1CCCC1	20	1	0.0	-11	-3	14	-10	0	-4
39	Cc1ccc(S(=O)(=O)N2CCN(Cc3cc(C(C)C)ccc3O)CC2)cc1	37	-2	0.4	7	-3	39	21	5	24
40	CCCN(CC(=O)Nc1cccc(S(N)(=O)=O)c1)CC(=O)Nc1ccc(F)c(F)c1F	-1	0	2.0	5	-40	-3	-8	-1	4

Other structures:
No.	SMILES	tim23-1 inh	UPR XBP1 act	CHOP UPR activ	CXCR6 block	APJ antagonist	tim10-1 inh	Mdm2 MdmX PPI	APJ agonist	TIM10 inh
41	COc1ccc(CNC(=O)Cn2cc3c(n2)CCCCC3)cc1	22	-4	-1.1	-5	16	15	-41	-5	-2
42	c1ccc2c(c1)nc1sccn12	-6	4	2.2	2	7	7	39	-1	3
43	COC(=O)c1c(O)cc(=O)n2c1CCCCC2	-3	1	1.6	7	3	-7	27	-2	-4
44	Cc1ccc(C(C)(C)C)c(OCCCn2ccnc2)c1	10	-3	-1.9	-7	8	0	2	-3	-10
45	COc1ccc(/C=N/NC(=O)Cc2csc(Nc3cccc(C(F)(F)F)c3)n2)cc1C	14	-3	2.3	7	2	18	8	4	9
46	Cc1cc(C(F)F)n2ncc(C(=O)NCc3ccccc3C(F)(F)F)c2n1	16	3	-5.2	11	25	-10	8	-3	10
47	O=C(CCN1CCCCC1)c1ccc2c(c1)OCCO2	18	-6	-2.0	-7	-13	20	-7	3	-13
48	O=[N+]([O-])c1ccc(N2CCCCC2)c(-c2nn[nH]n2)c1	1	1	-0.5	9	-3	-9	14	-3	-13
49	CCCc1cc(=O)[nH]c(SCC(=O)c2c(C)[nH]c3ccccc23)n1	6	1	0.8	10	4	-1	7	-2	2
50	CC(C)NC(=O)Nc1cccs1	36	3	2.3	5	-2	12	12	-3	20
51	Cc1cccn2c(=O)c(/C=C(\C#N)C(=O)NCc3ccco3)c(N3CCCC(C)C3)nc12 (stereo not given)	10	2	1.5	4	4	16	-6	-1	0
52	CC(=O)N1CC2([N+](=O)[O-])CN(C(C)=O)CC([N+](=O)[O-])(C1)C2(C)C	0	0	0.5	1	15	-1	14	-2	14
53	C=CCn1c(SCC(=O)Nc2nccs2)nnc1-c1ccco1	13	2	0.0	13	-7	1	27	4	-20
54	N#CC1=C(N)OC2=C(C(=O)CCC2)C1CCc1ccccc1 (stereo not given)	3	0	-0.2	3	12	-2	-5	-3	2
55	CCOC(=O)/C(C#N)=C/Nc1ccccc1NS(=O)(=O)c1ccc2c(c1)OCCO2	-6	-4	-2.9	5	13	-4	30	-4	8
56	Cn1c(=O)n(CCc2ccccc2)c(=O)c2c1nc1n2CCCN1Cc1ccccc1	7	-1	-0.4	22	14	11	6	-3	3
57	O=C(Cc1cccs1)Nc1ccc(Cl)c(S(=O)(=O)N2CCOCC2)c1	5	-4	1.8	-10	-29	5	16	10	-6
58	O=C(NCCCNC(=O)c1cc(Cl)ccc1Cl)c1cnccn1	7	0	-1.3	-2	1	1	1	-2	-19
59	CC(C)(C)OC(=O)N1CCC(c2c(C(=O)O)cnn2-c2ccccc2Cl)CC1	8	1	-1.2	-3	19	17	30	-6	19

In another format: four of the compounds above.
52	CC(=O)N1CC2([N+](=O)[O-])CN(C(C)=O)CC([N+](=O)[O-])(C1)C2(C)C
- tim23-1 inh: 0
- UPR XBP1 act: 0
- CHOP UPR activ: 0.5
- CXCR6 block: 1
- APJ antagonist: 15
- tim10-1 inh: -1
- Mdm2 MdmX PPI: 14
- APJ agonist: -2
- TIM10 inh: 14

50	CC(C)NC(=O)Nc1cccs1
- tim23-1 inh: 36
- UPR XBP1 act: 3
- CHOP UPR activ: 2.3
- CXCR6 block: 5
- APJ antagonist: -2
- tim10-1 inh: 12
- Mdm2 MdmX PPI: 12
- APJ agonist: -3
- TIM10 inh: 20

57	O=C(Cc1cccs1)Nc1ccc(Cl)c(S(=O)(=O)N2CCOCC2)c1
- tim23-1 inh: 5
- UPR XBP1 act: -4
- CHOP UPR activ: 1.8
- CXCR6 block: -10
- APJ antagonist: -29
- tim10-1 inh: 5
- Mdm2 MdmX PPI: 16
- APJ agonist: 10
- TIM10 inh: -6

44	Cc1ccc(C(C)(C)C)c(OCCCn2ccnc2)c1
- tim23-1 inh: 10
- UPR XBP1 act: -3
- CHOP UPR activ: -1.9
- CXCR6 block: -7
- APJ antagonist: 8
- tim10-1 inh: 0
- Mdm2 MdmX PPI: 2
- APJ agonist: -3
- TIM10 inh: -10

Sorted by value in CXCR6 block (ascending): 4 from the list above
item | SMILES | UPR XBP1 act | CXCR6 block | APJ antagonist | Mdm2 MdmX PPI | APJ agonist
47 | O=C(CCN1CCCCC1)c1ccc2c(c1)OCCO2 | -6 | -7 | -13 | -7 | 3
2 | O=C(N/C(=C\c1ccccc1)C(=O)N1CCOCC1)c1ccco1 | 0 | -4 | 19 | 11 | 0
1 | CCOC(=O)c1sc2nc(CC(=O)OC)nc(N(C)CCc3ccccn3)c2c1C | -2 | 1 | 5 | -7 | -3
55 | CCOC(=O)/C(C#N)=C/Nc1ccccc1NS(=O)(=O)c1ccc2c(c1)OCCO2 | -4 | 5 | 13 | 30 | -4

Values in list order from above.
UPR XBP1 act, nos. 42–47, in order: 4, 1, -3, -3, 3, -6
Mdm2 MdmX PPI, nos. 42–47, in order: 39, 27, 2, 8, 8, -7
tim10-1 inh, nos. 42–47, in order: 7, -7, 0, 18, -10, 20
